sEH inhibitor: inhibitors of human soluble epoxide hydrolase; P34913; recombinant human sEH enzymatic activity assay; inhibition, % at 2 µM; hit rate 0.34% among 91,000; AID 707; in the data active = inhibition above about 80%; note: values of inactives mirror those of a sister screen read the other way; many of its hits are not listed in these tables
Target sequence (P34913 whole entry, looked up): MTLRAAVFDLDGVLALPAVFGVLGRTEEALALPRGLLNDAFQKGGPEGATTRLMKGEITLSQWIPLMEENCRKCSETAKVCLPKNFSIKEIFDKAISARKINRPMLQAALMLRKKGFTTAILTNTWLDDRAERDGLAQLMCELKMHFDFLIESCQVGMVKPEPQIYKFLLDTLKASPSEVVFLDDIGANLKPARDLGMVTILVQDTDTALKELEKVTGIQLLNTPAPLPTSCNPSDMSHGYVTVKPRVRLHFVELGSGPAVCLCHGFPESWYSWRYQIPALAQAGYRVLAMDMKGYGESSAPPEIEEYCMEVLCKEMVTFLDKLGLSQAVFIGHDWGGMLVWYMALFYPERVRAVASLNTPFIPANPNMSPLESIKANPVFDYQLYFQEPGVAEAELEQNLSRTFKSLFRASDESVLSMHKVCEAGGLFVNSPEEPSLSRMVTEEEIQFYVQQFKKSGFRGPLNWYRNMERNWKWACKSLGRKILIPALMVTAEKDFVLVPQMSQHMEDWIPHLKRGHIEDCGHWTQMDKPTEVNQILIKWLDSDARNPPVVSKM
Ecoli WT expand: blocks growth of wild type E. coli BW25113. OD600 absorbance. growth inhibition, % at 100 µM. hit rate 0.15% among 98,000. AID 710;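 active = growth inhibition above about 50% at one test dose, limit read from the data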;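 note: growth measured after 20 h incubation at 37 °C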
S1P2 ag: S1P2 (human) receptor agonism; S1P2-expressing cell line, agonist reporter read-out; activation, % at 4.5 µM; hit rate 0.46% among 97,000; AID 729; in the data active = activation above about 16%;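 note: 0% = vehicle low control and 100% = maximal reference agonist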
Target sequence (O95136 whole entry, looked up): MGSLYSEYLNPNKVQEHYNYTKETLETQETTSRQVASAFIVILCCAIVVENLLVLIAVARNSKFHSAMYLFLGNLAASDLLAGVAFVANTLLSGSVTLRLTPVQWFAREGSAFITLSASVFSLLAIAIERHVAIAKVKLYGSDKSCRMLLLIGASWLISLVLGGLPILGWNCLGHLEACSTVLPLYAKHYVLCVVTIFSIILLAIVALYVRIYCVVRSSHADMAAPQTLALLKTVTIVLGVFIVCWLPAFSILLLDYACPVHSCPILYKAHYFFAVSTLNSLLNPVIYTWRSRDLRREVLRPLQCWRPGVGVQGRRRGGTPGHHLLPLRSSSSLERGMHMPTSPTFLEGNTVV
PostGolgi yeast: growth inhibition of a yeast mutant, post-Golgi transport screen | inhibition, % at 10 µM | post-Golgi transport phenotypic cell assay | hit rate 0.9% among 98,000;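 note: yeast cells grown in 1536-well plates; yeast grown about 18 h at 30C before absorbance read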
sEH activator: activators of human soluble epoxide hydrolase. P34913. purified human sEH enzymatic activity, activator screen. activation, % at 2 µM. hit rate 0.04% among 91,000; in the data active = activation above about 37%; note: values of inactives mirror those of a sister screen read the other way
Mac1 fbg inh: CD11b/CD18-fibrinogen binding inhibition; P05107+P11215; K562 CD11b/CD18 adhesion to fibrinogen, ATPlite luminescence; Mn2+ added to activate the integrin; inhibition, % at 10 µM; hit rate 0.54% among 93,000; AID 1497;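 active = primary inhibition of 50% or more at 10 µM, then 40% or more on retest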; note: some results filed as inactive read as strong as hits
S1P2 blocker: blocks the human S1P2 receptor. inhibition, % at 5 µM. O95136. cell-based S1P2 antagonist assay, inhibition at 5 uM. hit rate 0.21% among 97,000; in the data active = inhibition above about 45%;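 note: CRE beta-lactamase reporter cells expressing human S1P2 stimulated with S1P; 0% = agonist at EC80 alone and 100% = agonist plus reference antagonist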
PostGolgi ctrl: inhibits growth of the yeast control strain; efflux-deficient yeast background strain, growth absorbance A615, 16 h; inhibition, % at 10 µM; hit rate 5% among 98,000; AID 738
PLAP activator: human PLAP activation; hit rate 1.2% among 96,000; activation fold at 20 µM; P05187; purified PLAP enzyme, luminescent substrate read-out; hits give high values; in the data active = activation fold above about 2
Numbers without * were called inactive; / = not tested or not shown. Cut-off read from the data, not from the text of the source, unless noted: active = inhibition above about 30%; inactive = the rest.

SMILES	sEH inhibitor	Ecoli WT expand	S1P2 ag	PostGolgi yeast	sEH activator	Mac1 fbg inh	S1P2 blocker	PostGolgi ctrl	PLAP activator
Cc1ccc(C)c(OCC(=O)Nc2ccc3c(c2)OCO3)c1	/	-8	/	1	/	-36	/	19	1.1
COc1ccc(N(CC(=O)NCCSCc2c(F)cccc2Cl)S(C)(=O)=O)cc1OC	7	3	-2	2	-7	-16	-18	-4	0.9
CN(C)c1nc2c(c(=O)[nH]c(=O)n2C)n1Cc1ccccc1Br	-14	2	-6	19	16	/	-2	8	0.9
CCCOc1cc(C)c(Cl)cc1S(=O)(=O)N(CC)CC	3	/	0	/	0	/	-24	/	/
CN(C)c1ccc(/C=C/C(=O)c2cccc(Br)c2)cc1	20	-32	-8	5	-19	/	13	9	0.5
Cc1ncc(CC(=O)n2cc(C(=O)c3cc(Cl)ccc3O)cn2)s1	/	5	/	-4	/	2	/	1	1.9
O=C(COC(=O)C1CCN(S(=O)(=O)c2cccs2)CC1)c1ccc2c(c1)OCCO2	-22	-9	-6	-2	20	-7	15	11	0.8
COc1ccc(OC)c(C(c2nnnn2C2CCCC2)N2CCN(c3ccccc3)CC2)c1 (stereo not drawn)	/	-16	/	-2	/	-16	/	17	1.6
O=C1c2ccccc2C(=O)N1OCc1ccc(Cl)cc1	4	1	-2	-1	-1	6	-25	19	1.1
COC(=O)c1c(C)[nH]c(C(=O)C(C)Sc2nnc(-c3cc(OC)c(OC)c(OC)c3)o2)c1C (stereo not drawn)	-13	-3	0	-13	13	-3	-13	-3	1.4
COCCN1Cc2cccc(C(=O)N3CCN(c4ccccc4)CC3)c2C1=O	-2	5	-4	3	2	-11	9	2	1.2
COc1cccc(-n2nnnc2SCC(=O)NCCc2ccccc2)c1	14	3	-8	3	-14	-22	-2	16	1.4
CS(=O)(=O)N(CC(=O)Nc1cc(Cl)ccc1Cl)c1ccccc1Cl	3	-12	-5	-4	-4	-7	8	11	0.8
CCC(=O)NC1=C(NC(C)c2ccccc2)C(=O)c2ccccc2C1=O (stereo not drawn)	-11	5	-5	3	10	-1	-23	-5	1
CCn1c(COc2ccc3c(c2)CCCC3)nnc1SCC(=O)Nc1nccs1	-17	-4	-6	6	14	-19	12	-9	1
N#Cc1nc(COc2ccc(Br)cc2)oc1N1CCCCCC1	3	1	-3	1	-4	-2	-5	30	1
Cc1cc(Cl)c(S(=O)(=O)N2CCCCCC2)cc1OCC(=O)NC1CCCCC1	-7	-13	-2	4	6	77*	30	18	2*
Cc1nc(CC(=O)c2c(C)cc(O)cc2O)cs1	/	1	-6	8	/	5	29	5	1
Cc1sc2nc(SCC(=O)OC(C)C)n(C)c(=O)c2c1C	5	-13	-5	5	-4	-4	-11	15	0.9
COc1ccc(CCNC(=O)CSCc2n[nH]c(=O)[nH]2)cc1OC	6	-10	-5	-1	-7	-18	9	12	0.9
N#Cc1ccc(OCC(=O)NCCc2ccccn2)cc1	2	9	-7	3	0	22	-7	-2	1
Cc1oc2ccc(O)cc2c1C(=O)c1ccc(Cl)cc1	-18	6	-1	0	17	-6	-5	20	1
O=c1n(-c2ccccc2)c(=O)n2n1CCC2	0	-4	-4	-5	-1	-1	-5	0	1.1
CCCCOc1ccc(CSc2ncn[nH]2)cc1	2	14	-1	2	-5	11	6	1	2.3*
CN(C(=O)c1cnc2n(c1=O)CCS2)C1CCCCC1	-13	4	-4	6	12	-6	-13	6	1.1
O=C(O)c1cc(S(=O)(=O)Nc2ccc3c(c2)OCCO3)c(Cl)cc1Cl	/	-3	/	4	/	-9	/	-1	1.1
Cc1cc(C(N)=O)c2cc(Br)ccc2n1	1	4	-2	-8	-3	-3	8	0	0.8
N#Cc1nc(-c2ccc(F)cc2)oc1NCc1ccccc1	-4	-4	-4	7	6	6	-10	11	0.9
O=C(CCc1ccccc1)NNC(=O)c1ccco1	13	-2	-4	-1	-12	/	17	7	1.4
O=C(c1cnn2c(C(F)(F)F)cc(-c3ccccc3)nc12)N1CCOCC1	/	3	/	-5	/	-8	/	6	1.5

Record cards, from the list above.
O=C(O)c1cc(S(=O)(=O)Nc2ccc3c(c2)OCCO3)c(Cl)cc1Cl is listed with sEH inhibitor = /; Ecoli WT expand = -3; S1P2 ag = /; PostGolgi yeast = 4; sEH activator = /; Mac1 fbg inh = -9; S1P2 blocker = /; PostGolgi ctrl = -1; PLAP activator = 1.1
Cc1oc2ccc(O)cc2c1C(=O)c1ccc(Cl)cc1 is listed with sEH inhibitor = -18; Ecoli WT expand = 6; S1P2 ag = -1; PostGolgi yeast = 0; sEH activator = 17; Mac1 fbg inh = -6; S1P2 blocker = -5; PostGolgi ctrl = 20; PLAP activator = 1

Next section
SMILES	sEH inhibitor	Ecoli WT expand	S1P2 ag	PostGolgi yeast	sEH activator	Mac1 fbg inh	S1P2 blocker	PostGolgi ctrl	PLAP activator
O=C(NCc1cccc(Cl)c1)c1cnn2c1NC(c1ccco1)CC2C(F)(F)F (stereo not drawn)	-8	-1	1	-3	6	6	12	16	0.8
Cn1c(=O)c2c(nc(CN3CCc4ccccc4C3)n2Cc2ccccc2F)n(C)c1=O	3	7	0	11	0	-16	-3	1	1.2
Cc1ccc(C)c(NC(=O)CSc2nnc(Cc3cccn3C)n2-c2ccc(F)cc2)c1	/	5	/	6	/	-3	/	-3	1.1
c1ccc(OCCSc2nnc3sc4ccccc4n23)cc1	-9	-16	-7	2	6	14	9	18	0.9
Cc1nc2nc(-c3ccc(Cl)cc3)cn2nc1C	-3	-6	2	1	0	-5	1	9	0.7
COc1ccc(NCc2ccc(OC)c(OC)c2)cc1	/	3	-4	9	/	-1	-2	2	1.1
Cc1ccc(C)c(NC(=O)C2CC=CCC2C(=O)O)c1 (stereo not drawn)	2	-7	-10	0	-1	-6	-5	-6	1.2
CC1(C)Cc2ccccc2C(N)=C1C#N	0	-3	-2	-17	2	6	-18	8	1
COCCn1nnnc1CN(Cc1ccco1)Cc1cc2cc3c(cc2[nH]c1=O)OCO3	-5	3	-5	-1	4	/	18	7	1
CC(C)SC1=NC(C)(C)C=C(/C=C/c2c(Cl)cccc2Cl)N1	-1	-7	-4	1	1	-33	15	74*	1.2
CCOc1ccc(N=C(NC#N)SC)cc1	-16	8	-5	2	17	12	16	7	1
CCC(CC)NC(=O)CCc1nc2ccccc2c(=O)[nH]1	3	0	2	2	-1	-5	-11	-1	0.8
O=C(NCCN1CCCCCC1)C1CCC(CNS(=O)(=O)c2cccc3cccnc23)CC1 (stereo not drawn)	35	-2	-6	10	-36	-9	12	1	1.4
CCCC(=O)NCCc1cc2ccc(OC)cc2[nH]c1=O	12	7	-6	-11	-9	6	3	0	0.9
COc1ccccc1OCC(=O)N1CC2(C)CC1CC(C)(C)C2 (stereo not drawn)	13	5	-4	0	-14	3	-7	0	1.2
CCCCOc1ccccc1NC(=O)c1ccco1	-21	-1	-7	-2	21	-10	-21	9	1
Cc1cccc(OCCCC(=O)N2CCCc3ccccc32)c1C	5	2	0	-1	-4	17	-33	27	1.2
Cn1c(=O)oc2cc(S(=O)(=O)NCCCN3CCCC3=O)ccc21	9	0	1	0	-7	7	-28	-1	1.3
Cn1c(CSc2nc3ccccc3s2)nnc1SCC(=O)NCCN1CCOCC1	/	2	/	-7	/	-3	/	8	1.3
O=C(OC1CCN(c2ccc([N+](=O)[O-])cc2)CC1)c1ccccc1	7	-7	-5	5	-9	-13	-7	6	1
COCCNC(=O)/C(C#N)=C/c1ccc(-c2ccc(OC)cc2[N+](=O)[O-])o1	-2	-3	-6	2	1	5	-20	-4	0.9
c1ccc(-n2c(-c3ccco3)nnc2N2CCOCC2)cc1	/	4	/	7	/	-4	/	0	0.9
COc1cc(/C=N/NC(=O)Cn2nc([N+](=O)[O-])cc2C)cc(Br)c1OCc1ccccc1	28	-11	-4	3	-27	-2	-2	2	1.7
CCOC(=O)C(C)n1nc(C)c2sc3ccccc3c2c1=O (stereo not drawn)	/	6	-5	-3	/	/	12	14	/
CC(=O)N(Cc1cc(=O)[nH]c2ccccc12)c1ccccc1	0	5	-6	0	1	0	19	1	0.9
CCOc1ccc(OCc2cccc(C(=O)N3CCOCC3)c2)cc1	-5	7	-8	-6	4	-3	16	-7	0.9
O=C(OCCN1CCCC1)C1(c2ccccc2)CCCC1	/	6	/	1	/	-26	/	13	1.7
CCN(CC)C(=O)c1ccc2c(c1)N(Cc1ccccc1)C(=O)CS2=O (stereo not drawn)	/	2	/	-8	/	-9	/	5	1.5
CC1CCN(c2cc(C#N)c(C#N)cc2[N+](=O)[O-])CC1	1	-7	0	0	1	8	-8	76*	1
CCOC(=O)c1c(NC(=S)NC(=O)c2ccc(Cn3cc(Cl)cn3)o2)sc2c1CCCCC2	-2	-7	-7	-1	4	4	-18	-1	0.9

Quoted at random: 6 compounds from above.
SMILES	sEH inhibitor	Ecoli WT expand	S1P2 ag	PostGolgi yeast	sEH activator	Mac1 fbg inh	S1P2 blocker	PostGolgi ctrl	PLAP activator
Cn1c(=O)oc2cc(S(=O)(=O)NCCCN3CCCC3=O)ccc21	9	0	1	0	-7	7	-28	-1	1.3
O=C(NCc1cccc(Cl)c1)c1cnn2c1NC(c1ccco1)CC2C(F)(F)F (stereo not drawn)	-8	-1	1	-3	6	6	12	16	0.8
Cc1ccc(C)c(OCC(=O)Nc2ccc3c(c2)OCO3)c1	/	-8	/	1	/	-36	/	19	1.1
COc1ccc(N(CC(=O)NCCSCc2c(F)cccc2Cl)S(C)(=O)=O)cc1OC	7	3	-2	2	-7	-16	-18	-4	0.9
Cc1ccc(C)c(NC(=O)C2CC=CCC2C(=O)O)c1 (stereo not drawn)	2	-7	-10	0	-1	-6	-5	-6	1.2
COc1ccc(NCc2ccc(OC)c(OC)c2)cc1	/	3	-4	9	/	-1	-2	2	1.1

The listing continues:
SMILES	sEH inhibitor	Ecoli WT expand	S1P2 ag	PostGolgi yeast	sEH activator	Mac1 fbg inh	S1P2 blocker	PostGolgi ctrl	PLAP activator
CC1Cc2ccccc2N1C(=O)Cc1cccs1 (stereo not drawn)	1	7	-10	15	5	-20	-13	8	0.9
c1ccc(-c2csc(Nc3cccnc3)n2)nc1	27	18	-2	-6	-25	-5	-13	-1	1.2
CCCCCOc1ccc(Br)cc1/C(C)=N/NC1=NCCN1	0	/	-6	/	0	/	21	/	/
CCOc1cc(N2CCOCC2)c(OCC)cc1NC(=O)CCS(=O)(=O)c1ccc(Cl)cc1	4	-5	-3	2	-5	7	-2	21	1.3
CC1CN(C2CCN(C(=O)COc3ccc(Cl)cc3)CC2)CC(C)O1 (stereo not drawn)	-11	1	-5	-1	10	-4	-12	18	1.2
Cc1cc(C(=O)NN=C2C3CC4CC(C3)CC2C4)c2ccccc2n1	-16	-3	-4	5	14	0	9	7	1.1
COc1ccc(N2CCN(Cc3nc4c(c(=O)n(C)c(=O)n4C)n3CC(C)=O)CC2)cc1	8	0	-3	-1	-5	/	0	-2	1.1
COc1cc(N2C(=O)NC3CC2(C)Oc2ccccc23)cc(OC)c1OC (stereo not drawn)	-16	5	-3	10	13	-2	6	-4	0.9
O=C(NCc1ccc2c(c1)OCO2)C1CCN(S(=O)(=O)c2ccc(Br)s2)CC1	29	-11	-1	-4	-28	-28	-39	20	0.8

High-throughput results: PubChem BioAssay, several laboratories
